# Bioassay records (PubChem)
# 12-LOX inh: Primary qHTS assay for inhibitors of human arachidonate 12S-lipoxygenase (ALOX12): Round 2 | purified 12hLO, xylenol orange hydroperoxide absorbance | Potency, µM (series often up to 108 µM), without a hit: at the highest dose activity change, negative = inhibition, hits mostly inhibitors | 580,000 compounds, 1.1% hits; active = well fitted inhibition curve with a large enough effect; inconclusive = small, poorly fitted or top-dose-only effect, or another doubt; inactive = no such curve, though single readings can be large or run the other way
# Target sequence (P18054 whole entry, looked up): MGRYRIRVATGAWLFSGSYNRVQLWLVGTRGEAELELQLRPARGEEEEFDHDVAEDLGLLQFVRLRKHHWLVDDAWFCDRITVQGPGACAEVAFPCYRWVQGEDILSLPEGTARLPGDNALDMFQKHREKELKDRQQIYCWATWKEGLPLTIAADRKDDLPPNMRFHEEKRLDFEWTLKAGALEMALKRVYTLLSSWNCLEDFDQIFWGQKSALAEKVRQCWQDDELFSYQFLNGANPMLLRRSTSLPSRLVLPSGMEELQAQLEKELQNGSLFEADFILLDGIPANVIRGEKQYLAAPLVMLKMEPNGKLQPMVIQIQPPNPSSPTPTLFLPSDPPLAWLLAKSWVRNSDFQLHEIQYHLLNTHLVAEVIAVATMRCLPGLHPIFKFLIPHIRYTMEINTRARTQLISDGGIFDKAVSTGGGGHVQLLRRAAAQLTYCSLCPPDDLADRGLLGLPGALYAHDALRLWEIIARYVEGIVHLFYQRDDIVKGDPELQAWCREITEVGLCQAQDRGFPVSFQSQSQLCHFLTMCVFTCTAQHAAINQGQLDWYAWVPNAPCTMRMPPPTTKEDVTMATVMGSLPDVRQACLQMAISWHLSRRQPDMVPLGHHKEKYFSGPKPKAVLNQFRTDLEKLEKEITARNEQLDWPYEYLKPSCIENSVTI
#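 Hydroperoxide product was detected by ferrous iron/xylenol orange as the 573 to 405 nm absorbance ratio. Arachidonic acid at 40 uM (final) was turned over for 30 min at room temperature by 150 nM human 12hLO, pH 7.0 Hepes buffer, after 15 min compound preincubation.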
# The depositor's hits bear a star; ? = inconclusive; [ ] = remark or other dose. % is scaled to controls: 0 for no effect and ±100 for the full control effect; potency is read from the fitted curve at half-maximal effect. Only part of the results is shown. The share of hits here may be higher or lower than overall.
SMILES,12-LOX inh
CS(=O)(=O)c1ccc(CN2Cc3[nH]cnc3C[C@H]2C(=O)NCc2ccc(C(F)(F)F)cc2)cc1,89%[activator]
COc1ccc(-n2c(SCC3CCCCO3)nnc2-c2ccccc2OC)cc1 (stereo not drawn),?
CC(C)C(CNC(=O)CCc1ncc(-c2ccc(F)cc2)o1)N(C)C (stereo not drawn),20%
COc1ccc(CNC(=O)CSc2nc(-c3cccs3)nc3ccccc23)cc1,4%
Cc1c(-c2ccccc2)oc2c(C(=O)NC3CCN(C(C)C)CC3)cccc2c1=O,-12%
CN1C(=O)CS(=O)C12CCN(C(=O)Nc1ccccc1)CC2 (stereo not drawn),34%[activator]
N#Cc1ccccc1COC(=O)c1ccccc1SCC1CCCO1 (stereo not drawn),15%
COC(=O)c1ccccc1-c1ccc(/C=C(\C#N)c2nc3ccccc3[nH]2)o1,2%
CC(=O)N1CCC([C@@H]2CN(Cc3cc(F)c(F)cc3F)C[C@H]2CO)CC1,21%
Fc1ccc(/C=N/Nc2ccc3ccccc3c2)c(F)c1,2.5µM*
O=Cc1cccn1-c1ccccc1Cl,-35%
CN1CCN(C(=O)CCS(=O)(=O)c2ccccc2)CC(O)C1 (stereo not drawn),8%
COCCN(CC1CC1)C(=O)c1ccc2nc(-c3ccc(F)cc3)cn2c1,30%[activator]
COC(=O)[C@H](C(C)C)N(Cc1cn(CC2CCCCC2)nn1)S(=O)(=O)c1ccc(F)cc1Br,?
CCOc1ccc(NS(=O)(=O)c2ccc(C(=O)NC3CCN(S(C)(=O)=O)CC3)cc2)cc1,-3%
O=C(NC1CCCc2ccccc21)C1CC1 (stereo not drawn),-2%
O=C(CCCc1nc2ccccc2s1)Nc1cccc(C(F)(F)F)c1,-6%
Cc1ccc(OCc2nc(C3CN(C(=O)c4ccc5nc[nH]c5c4)C3)no2)cc1,69%[activator]
COCCNC(=O)[C@@H]1C[C@H](Oc2cccnc2)CN1C(=O)c1cnc(C)cn1,4%
Cc1cc(C(=O)NCCc2ccccn2)c(C)s1,0%
CC(=O)Nc1ccc(CC(=O)N2CCC3(CCC(=O)N(Cc4ccccc4)CC3)CC2)cc1,1%
O=C1NC[C@@H](CCC(=O)N2CCN(c3ccccn3)CC2)N2C[C@@H](NCc3ccc(CO)o3)C[C@@H]12,34%[activator]
CC(C)n1cc2cc(C(=O)NCc3cnccn3)sc2c1,49%
N#Cc1ccccc1CN1CCCc2ccccc21,?
CCCCc1ccc(NC(=O)c2cc3c(s2)CCCC3)cc1,-30%
Fc1ccc(F)c(-c2csc(NCc3ccco3)n2)c1,?
C[S+](=O)([O-])N1Cc2ccccc2CC2(CCCN(CC3CCCC3)C2)C1 (stereo not drawn),9%[6.33 µM]
Cc1nc2cc(NC(=O)COc3ccc(F)cc3Cl)ccc2o1,11%
COCCN(C)C[C@H]1C[C@H](CO)CN(C(=O)c2[nH]nc(-c3ccccc3)c2C)C1,-1%
Cc1cccc(OCc2nnc3sc(-c4ccccc4)nn23)c1,-26%
Cc1ccc2c(CSc3nc(N)cc(N)n3)cc(=O)oc2c1,?
Cc1cc(C)cc(OCc2nnc(SCC(=O)NC3CCCCCC3)n2C)c1,-9%
CCN1C(=O)C2CC3(CCN(C(=O)c4c[nH]c5ccccc45)CC3)CN2C1=O (stereo not drawn),-5%
O=C1CCc2cc(S(=O)(=O)NCc3ccccc3)cc3c2N1CCC3,?
C[S+](=O)([O-])c1ccc(-c2cc(C(=O)N3CCN(c4ncccn4)CC3)nn3cccc23)cc1,-3%[6.33 µM]
CC1(CNCc2ccccc2)COc2ccc(C(=O)NCc3cccs3)cc2N1 (stereo not drawn),12%[176 µM]
COCCNc1nc(-c2ccoc2)nc2ccccc12,0%
COC[C@@H]1CN(C(=O)c2cc(C3CC3)[nH]n2)C[C@H]1c1nc(C2CC2)no1,-4%
O=C(NCc1ccc(Cl)cc1)c1ccc(N2CC3CC(C2)[C@H]2CCCC(=O)N2C3)nc1 (stereo partly drawn),-15%
CCn1c2c(c(=O)n1Cc1ccccc1)CCN(C(=O)C(C)C)C2,26%[176 µM]
O=C(CCn1cnc2sc3c(c2c1=O)CCCC3)NC1CCCC1,?
Cc1ccc(NC(=O)c2ncoc2-c2cccs2)cc1F,1%
O=C(NC1CC1)c1nc(-c2ccc(F)cc2)c2cnccn12,8%[176 µM]
Fc1cccc(-c2nc(COc3ccc4ccc(C(F)(F)F)nc4c3)co2)c1,57%[activator]
COCCNC(=O)C1CCCN(Cc2ccncc2)CCC(=O)NCC1 (stereo not drawn),87%[activator]
COc1ccccc1C(=O)NCc1nnc2cc(-c3nc(C4CC4)no3)ccn12,34%[activator]
O=C(N/N=C/C=C/c1ccccc1[N+](=O)[O-])c1ccccc1NS(=O)(=O)c1cccs1,-6%
N#C/C(=C\c1ccc(O)c(Cl)c1)c1nc2ccccc2[nH]1,-4%
O=C(Nc1ccccc1Br)c1nc2ccccc2nc1N1CCOCC1,23%
Cc1ccc(NC(=O)CCCn2cnc3c2c(=O)n(C)c(=O)n3C)cc1,7%
Nc1nccnc1C(=O)NCCc1c[nH]c2ccccc12,?
O=C(NCCNCCO)c1nc2ccccc2c(=O)[nH]1,-4%
O=c1c(-c2ccccc2)nc2cnc(N3CCNCC3)nc2n1Cc1cccs1,?
CC(C)NC1(Cc2cc(CCO)on2)COC1,14%[176 µM]
CC(C(=O)c1ccc(Cl)cc1)C1(O)C(=O)Nc2ccc(Br)cc21 (stereo not drawn),?
O=C(COC(=O)c1cc2ccccc2[nH]1)NC1CCCCCCC1,?
Cc1ccc(NC(=O)C2CCCN(S(=O)(=O)c3ccccc3)CCC(=O)NCC2)cc1 (stereo not drawn),-3%
CC(C)C[C@H](CO)NC(=O)C[C@@H]1c2nc(NC(=O)CC(C)(C)C)sc2C[C@@H]2[C@](C)(CO)[C@H](O)CC[C@]21C,49%[activator]
COCC(C)NC(=O)c1cc(-c2ccccc2Cl)nc2ccccc12 (stereo not drawn),12%
Cc1ccccc1Nc1nc(N)nc(CSCc2ccc(C#N)cc2)n1,-4%

# Remaining list, next part
SMILES,12-LOX inh
CN1CCN(c2nc3c(c(=O)[nH]2)CCN(Cc2ccc4cc[nH]c4c2)CC3)CC1,-17%
CCCN(CC1CCOC1)S(=O)(=O)c1ccc(C(F)(F)F)cc1 (stereo not drawn),35%[activator]
CCC(C)NC(=O)/C=C/c1ccc(C)cc1 (stereo not drawn),58%[activator]
O=C(NC1CCc2ccccc21)c1ccc(CN2C(=O)NC3(CCOCC3)C2=O)cc1 (stereo not drawn),26%
CCc1noc(-c2cccn3c(CNC(=O)Cc4c[nH]c5ccccc45)nnc23)n1,32%[activator]
CCCC(=O)Nc1ccc([C@H]2OCC(=O)N(CC(C)C)[C@@H]2CO)cc1,5%[176 µM]
O=S(=O)(NC[C@H]1O[C@@H](CO)[C@@H](O)[C@H]1N1CCOCC1)c1cccs1,?
CSc1ccc(-c2nc(CSCC(=O)NCc3cccs3)c(C)o2)cc1,-5%
CCc1nc(-c2c3n(c(=O)n(CC(=O)Nc4ccccc4CC)c2=O)CCCC3)no1,?
O=C(CC1CCCC1)N1CCC(c2noc(-c3cnccn3)n2)C1 (stereo not drawn),-12%
CCC1(C)NC(=O)N(NC(=O)c2nn(-c3ccccc3)c(=O)c3ccccc23)C1=O (stereo not drawn),-30%
CC(=O)Nc1cccc(-c2cc3c(ccn3Cc3ccncc3)c(N3CCOCC3)n2)c1,23%[176 µM]
COc1ccccc1-c1nnc(SCC(=O)Nc2ccc(N(C)C)cc2)n1-c1ccccc1,-52%
O=C1CC(c2ccccc2)N(Cc2ccncc2)CCCN(C(=O)c2cc3ccccc3[nH]2)CCN1 (stereo not drawn),5%
CNC(=O)c1cccc(NC(=O)c2nc(C(O)c3ccccc3F)oc2C)c1 (stereo not drawn),45%[activator][176 µM]
O=S(=O)(NCc1csc(Br)c1)c1ccc(Br)s1,?
O=C1NC2(CCN(Cc3ccc(F)cc3)CC2)COc2ccccc21,-7%[176 µM]
O=S(=O)(NCc1nc(N2CCCC2)c2cc(Cl)ccc2n1)c1ccccc1OC(F)(F)F,27%
CN1[C@@H](CCC(=O)N2CCc3ccccc32)CNC(=O)[C@@H]2[C@H]1CCN2Cc1cccs1,14%
CCC1CCC(c2ccc(C(=O)CCN(C)C)cc2)CC1 (stereo not drawn),?

# Three entries from above, with values ahead of the structure.
12-LOX inh	structure
35%[activator]	CCCN(CC1CCOC1)S(=O)(=O)c1ccc(C(F)(F)F)cc1 (stereo not drawn)
58%[activator]	CCC(C)NC(=O)/C=C/c1ccc(C)cc1 (stereo not drawn)
26%	O=C(NC1CCc2ccccc21)c1ccc(CN2C(=O)NC3(CCOCC3)C2=O)cc1 (stereo not drawn)

# (continued)
SMILES,12-LOX inh
Cc1ccc(-c2nc(CNC(=O)[C@@H]3CCC[C@H](N)C3)[nH]c2-c2ccccn2)cc1,36%[activator]
CN(CCc1noc(COc2ccc(F)cc2F)n1)C(=O)c1ccccc1C(F)(F)F,?
COc1ccc(NC(=O)O[C@@H]2CO[C@H]3[C@@H]2OC[C@@H]3NC(=O)Nc2ccc(C(C)=O)cc2)cc1,0%
CCCc1nc(C)c(CNC2CCN(C(=O)c3ccccc3)CC2)s1,-15%
COc1cccc(Nc2nc(-c3ccc(CNC(C)=O)cc3)cs2)c1,16µM*
CN(C)CC(NC(=O)c1ccc(CNC(N)=O)cc1)c1ccccc1 (stereo not drawn),4%
Cn1c(COc2ccc3c(c2)CCCC3)nnc1SCC(=O)N1CCN(c2ccccc2)CC1,?
CCOc1ccc(N=Cc2ccc(N(C)C)cc2)cc1,-24%
CCc1c(-c2cccc(Cl)c2)ncn1Cc1cccc(-c2ccccc2)c1,?
Cc1ccc(OCC(=O)Nc2ccc3oc(-c4ccccc4)nc3c2)c(-n2cnnc2)c1,?
Cc1ccc(CC(=O)N2C[C@@H](CN3CCCCCC3)[C@@H](CO)C2)cc1,5%
CC1=C[C@@H](CNC(=O)COc2ccccc2)[C@H](C(C)C)C[C@H]1CC(=O)N1CCN(C)CC1,15%
O=C(Nc1cc(Cl)ccc1Cl)C1CC2CC3CCC1C3C2 (stereo not drawn),33%
C[C@H](CO)N1C[C@H](C)[C@H](CN(C)Cc2ccc(F)cc2)Oc2ncc(Br)cc2C1=O,-10%
Cc1ccccc1-c1cc2c(c(OC3CCOC3)c1)OCCN(C(=O)Cn1cccn1)C2 (stereo not drawn),11%
O=C(Cc1ccccc1)NCC1CN(C(=O)C2CCOCC2)CC12CN(c1ccccc1)C2 (stereo not drawn),59%[activator]
COc1ccccc1-c1nc2nccc(-c3ccco3)n2n1,13%
Cc1ccc(NC(=O)CSc2nc3c(cnn3-c3ccc(C)cc3)c(=O)[nH]2)cc1,-1%
O=C(NC1CCN(c2cnn(Cc3ccccc3)c(=O)c2)CC1)c1ccsc1,36%
CN(C)CCCOCC1(C)COc2ccc(C(=O)Nc3ccccc3)cc2N1 (stereo not drawn),-2%[176 µM]
Cc1ccc(OCC(=O)Nc2cc(Cl)ccc2C(=O)O)c(C)c1,3%
O=c1c2ccsc2ncn1Cc1coc(-c2ccccc2)n1,31%
COc1nccnc1NC1CCN(C(=O)c2c[nH]c3ccccc23)CC1,41%[activator]
O=C1N(c2ccccc2)c2ccccc2C12CCN(Cc1ccsc1)C2 (stereo not drawn),8%[6.33 µM]
CC1CC2(CCCCCC2)Nc2ccc(F)cc21 (stereo not drawn),?
N#CCN1CCNCC1,17%
O=C(Nc1ccsc1)N[C@H]1C[C@H]2C(=O)NC[C@@H](CCC(=O)N3CCC(O)CC3)N2C1,-3%[176 µM]
Nc1ccn([C@@H]2O[C@H](C(=O)N[C@H](Cc3ccccc3)C(=O)N3CCC(F)(F)CC3)[C@@H](O)[C@H]2O)c(=O)n1,6%
COc1ccc(N2CC(C(=O)NCCN3CCOC3=O)CC2=O)cc1Cl (stereo not drawn),27%
CCN1C(=O)C2(CCN(S(=O)(=O)Cc3ccccc3Cl)CC2)c2ccccc21,?
Cn1cccc1CN1CC(F)(F)C[C@H]1c1nnc(C2CC2)o1,0%
COC[C@@H]1CNC[C@H]1C(=O)NC1CC1,29%

# By substructure, those above containing an NH in an aromatic ring.
SMILES,12-LOX inh
CS(=O)(=O)c1ccc(CN2Cc3[nH]cnc3C[C@H]2C(=O)NCc2ccc(C(F)(F)F)cc2)cc1,89%[activator]
COC(=O)c1ccccc1-c1ccc(/C=C(\C#N)c2nc3ccccc3[nH]2)o1,2%
Cc1ccc(OCc2nc(C3CN(C(=O)c4ccc5nc[nH]c5c4)C3)no2)cc1,69%[activator]
COCCN(C)C[C@H]1C[C@H](CO)CN(C(=O)c2[nH]nc(-c3ccccc3)c2C)C1,-1%
CCN1C(=O)C2CC3(CCN(C(=O)c4c[nH]c5ccccc45)CC3)CN2C1=O (stereo not drawn),-5%
COC[C@@H]1CN(C(=O)c2cc(C3CC3)[nH]n2)C[C@H]1c1nc(C2CC2)no1,-4%
N#C/C(=C\c1ccc(O)c(Cl)c1)c1nc2ccccc2[nH]1,-4%
Nc1nccnc1C(=O)NCCc1c[nH]c2ccccc12,?
O=C(NCCNCCO)c1nc2ccccc2c(=O)[nH]1,-4%
O=C(COC(=O)c1cc2ccccc2[nH]1)NC1CCCCCCC1,?
CN1CCN(c2nc3c(c(=O)[nH]2)CCN(Cc2ccc4cc[nH]c4c2)CC3)CC1,-17%
CCc1noc(-c2cccn3c(CNC(=O)Cc4c[nH]c5ccccc45)nnc23)n1,32%[activator]
O=C1CC(c2ccccc2)N(Cc2ccncc2)CCCN(C(=O)c2cc3ccccc3[nH]2)CCN1 (stereo not drawn),5%
Cc1ccc(-c2nc(CNC(=O)[C@@H]3CCC[C@H](N)C3)[nH]c2-c2ccccn2)cc1,36%[activator]
Cc1ccc(NC(=O)CSc2nc3c(cnn3-c3ccc(C)cc3)c(=O)[nH]2)cc1,-1%
COc1nccnc1NC1CCN(C(=O)c2c[nH]c3ccccc23)CC1,41%[activator]
